GoLoco inh red = inhibitors of human Gai1-RGS12 GoLoco interaction (red fluorophore). Gai1:RGS12 GoLoco peptide FP, rhodamine, 10 min. P63096. Potency, µM (highest dose often 61.6 µM), without a hit: at the top dose activity, negative = inhibition, actives largely listed as inhibitors. 230,000 tested, 0.44% active; active = well fitted inhibition curve with a large enough effect, not every such curve was filed as active; inactive = no such curve, though single readings can be large or run the other way; also: nearly all actives have a fitted effect of over 30% in size; many of its hits are not listed in these tables
TRb-SRC2 inh = inhibitors of human thyroid hormone receptor beta-SRC2 interaction | TRbeta-SRC2 peptide binding, fluorescence polarization; receptor liganded with 1 µM T3 | P10828 | Potency, µM (series often up to 106 µM), for the others: at the highest dose activity change, negative = inhibition, usual class: inhibitors | 280,000 tested, 0.065% active | AID 1469;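 also: plate controls were bound peptide for no effect and peptide without receptor for full effect; nearly all actives have a fitted effect of over 50% in size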
Target sequence (P10828 whole entry, looked up): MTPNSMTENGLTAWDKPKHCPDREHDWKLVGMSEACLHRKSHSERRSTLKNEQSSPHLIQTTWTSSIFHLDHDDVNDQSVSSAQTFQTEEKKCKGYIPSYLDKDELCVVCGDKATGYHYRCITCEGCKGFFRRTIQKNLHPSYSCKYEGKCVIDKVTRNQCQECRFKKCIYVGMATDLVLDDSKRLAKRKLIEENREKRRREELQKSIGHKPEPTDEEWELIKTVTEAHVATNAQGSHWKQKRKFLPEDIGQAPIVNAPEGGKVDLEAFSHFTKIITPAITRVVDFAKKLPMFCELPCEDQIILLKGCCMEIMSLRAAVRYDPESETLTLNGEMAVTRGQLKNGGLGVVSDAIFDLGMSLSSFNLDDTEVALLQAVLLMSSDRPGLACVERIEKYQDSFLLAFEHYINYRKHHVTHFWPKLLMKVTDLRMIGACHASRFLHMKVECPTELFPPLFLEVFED
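Binding of a 20-amino-acid Texas Red SRC2 peptide (20 nM) to TRb ligand-binding domain (0.6 uM) with agonist T3 at 1 uM was followed by fluorescence polarization after a 5 hr room-temperature incubation.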
GAA glycogen = inhibitors or activators of human alpha-glucosidase glycogen cleavage. recombinant GAA, glycogen substrate, Amplex Red glucose oxidase fluorescence. 300,000 tested, 0.38% active. Potency, µM (titrated, usually from 76.4 µM), without a hit: top-dose activity change, negative = inhibition, usual class: inhibitors. P10253;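 also: 0% = full enzyme reaction and -100% = no-enzyme basal signal; the screen sought inhibitors and activators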
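Recombinant enzyme (4 nM final) with compounds titrated up to 77 uM and bovine liver glycogen (30 ug) in citrate pH 5.0, 0.01% Tween-20, 37 C 40 min. Released glucose detected by Amplex Red/glucose oxidase (Ex 573/Em 610); AC50 from Hill fits.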
RECQ1 inh = inhibitors of human RECQ1 DNA helicase; P46063; RECQ1 DNA unwinding, red fluorescence kinetic read; Potency, µM (titrated, usually from 57.3 µM), for inactives: at the highest dose activity, negative = inhibition, hits mostly inhibitors; 240,000 tested, 0.54% active; AID 2549;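 also: plate controls were vehicle for no effect and no enzyme for full effect; nearly all actives have a fitted effect of over 30% in size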
Target sequence (P46063 whole entry, looked up): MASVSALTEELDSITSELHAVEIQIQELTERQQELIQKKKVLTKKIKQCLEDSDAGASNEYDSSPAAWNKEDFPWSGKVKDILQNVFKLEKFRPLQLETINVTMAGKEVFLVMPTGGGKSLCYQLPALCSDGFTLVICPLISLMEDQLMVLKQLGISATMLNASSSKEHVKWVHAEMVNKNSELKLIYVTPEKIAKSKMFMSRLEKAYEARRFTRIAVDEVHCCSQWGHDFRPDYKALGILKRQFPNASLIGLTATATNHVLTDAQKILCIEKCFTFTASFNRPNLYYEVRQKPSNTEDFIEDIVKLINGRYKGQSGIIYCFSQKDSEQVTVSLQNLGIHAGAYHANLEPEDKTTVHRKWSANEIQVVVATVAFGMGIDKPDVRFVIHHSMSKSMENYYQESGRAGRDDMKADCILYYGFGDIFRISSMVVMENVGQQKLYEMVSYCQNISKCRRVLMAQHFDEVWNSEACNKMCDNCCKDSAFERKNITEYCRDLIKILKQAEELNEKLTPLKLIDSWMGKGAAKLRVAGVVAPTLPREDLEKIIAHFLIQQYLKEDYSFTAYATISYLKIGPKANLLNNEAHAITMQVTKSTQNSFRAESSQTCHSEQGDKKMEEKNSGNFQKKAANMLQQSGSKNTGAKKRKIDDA
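50 nM RECQ1T1 preincubated 15 min with compound in Tris pH 8.0 buffer with MgCl2, DTT, Tween-20 and 2.5 ug/ml poly(dI-dC); started with 200 nM TAMRA/BHQ-2 forked duplex and 2 mM ATP. Unwinding read as fluorescence (525/598 nm), two reads 2 h apart.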
L3MBTL1 inh = L3MBTL1 (human) inhibition. AlphaScreen L3MBTL1–H3K9me1 peptide binding. Potency, µM (highest dose often 57.1 µM), for inactives: top-dose activity, negative = inhibition, hits mostly inhibitors. 230,000 tested, 0.66% active; also: nearly all actives have a fitted effect of over 60% in size
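First, the protein-peptide complex forms for 30 min at room temperature (L3MBTL1 50 nM, biotinylated H3K9me1 peptide 75 nM). Next, compounds are pin-transferred and incubated 30 min. Finally, AlphaScreen beads are added and read after 30 min.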
GAA inh = inhibitors of human lysosomal alpha-glucosidase | Potency, µM (series often up to 76.9 µM), for the others: top-dose activity change, negative = inhibition, most hits filed as inhibitors | purified human GAA, 4-MU-alpha-glucoside fluorescence | AID 1466 | 200,000 tested, 0.005% active;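 also: plate controls were uninhibited enzyme wells for no effect and no-enzyme background for full effect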
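Human alpha-glucosidase, 4 nM, pre-mixed with test compounds before 400 uM 4-methylumbelliferyl substrate; 20 min room temperature at pH 5.0. Fluorescence read after pH 10 stop; AC50 values from Hill-equation fits.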
TR SRC2 fluor cs = Texas Red fluorescence interference in TRb-SRC2 counter-screen; TRb/SRC2 Texas Red total fluorescence interference; Potency, µM (series often up to 106 µM), without a hit: at the highest dose fluorescence change, negative = quenching; 280,000 tested, 0.29% active; AID 1479; active = well fitted curve in either direction with a large enough effect; inconclusive = small, poorly fitted or top-dose-only effect
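Human TRb ligand-binding domain at 0.6 uM with 20 nM Texas Red SRC2 peptide in Tris buffer containing 1 uM T3 and 5% DMSO, incubated with compound 5 h at ambient temperature. Total fluorescence (555/632 nm) calculated as parallel + 2 × perpendicular.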
aGlu spleen mod = inhibits or activates alpha-glucosidase in human spleen homogenate; 240,000 tested, 0.006% active; human spleen homogenate, 4-MU-alpha-glucoside fluorescence; AID 2112; Potency, µM (series often up to 79.9 µM), inactives show at the top dose activity change, negative = inhibition, most hits filed as inhibitors;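 also: 0% = enzyme with vehicle and -100% = no enzyme basal signal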
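Human spleen homogenate (1 ug) incubated with compounds and 1 mM 4-methylumbelliferyl-alpha-D-glucopyranoside in pH 5.0 citrate/phosphate buffer, 37 C, 40 min. Stopped at pH 10; 4-MU fluorescence (Ex 365/Em 440 nm); AC50 by Hill fit.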
Numbers without * were called inactive; i = inactive; ? = inconclusive; · = no result given; [ ] = another dose, or the depositor's remark. Unless noted, calls follow the shape of the dose curve; as a rule, active = well fitted curve in the direction sought with a large enough effect; inconclusive = small, poorly fitted or top-dose-only effect, or another doubt; inactive = no such curve, though single readings can be large; an effect the other way counts as inactive or inconclusive. Unless noted, % is scaled to controls: 0 for no effect and ±100 for the full control effect; potency is read from the fitted curve at half-maximal effect. This is a subset, so the mix of outcomes need not match the whole.

The opening three compounds, to show the layout:
No.	structure	aGlu spleen mod	GoLoco inh red	L3MBTL1 inh	GAA inh	TRb-SRC2 inh	TR SRC2 fluor cs	RECQ1 inh	GAA glycogen
1	C#CCOc1nc(OCC#C)nc(OCC#C)n1	2%	2%	4%	4%	-3%	-4%	i	-14%
2	C[C@H](NC(=O)N1CCc2nc(COc3ccccc3)c3c(c2C1)CO[C@@H](C)C3)c1ccccc1	-2%[17.4 µM]	0%[14.2 µM]	·	·	-3%[11.2 µM]	-14%[11.2 µM]	i[11.5 µM]	·
3	O=[N+]([O-])c1ccc(C=Nc2ccc(Cl)cc2Cl)s1	-1%	4%	25µM*	7%	0%	-2%	25µM*	-2%

The listing, from the first entry:
No.	structure	aGlu spleen mod	GoLoco inh red	L3MBTL1 inh	GAA inh	TRb-SRC2 inh	TR SRC2 fluor cs	RECQ1 inh	GAA glycogen
1	C#CCOc1nc(OCC#C)nc(OCC#C)n1	2%	2%	4%	4%	-3%	-4%	i	-14%
2	C[C@H](NC(=O)N1CCc2nc(COc3ccccc3)c3c(c2C1)CO[C@@H](C)C3)c1ccccc1	-2%[17.4 µM]	0%[14.2 µM]	·	·	-3%[11.2 µM]	-14%[11.2 µM]	i[11.5 µM]	·
3	O=[N+]([O-])c1ccc(C=Nc2ccc(Cl)cc2Cl)s1	-1%	4%	25µM*	7%	0%	-2%	25µM*	-2%
4	O=C(Nc1ccc(S(=O)(=O)NC2=NCCCCC2)cc1)c1ccccc1Cl	-5%	2%	2%	·	-2%	-1%	-4%	0%
5	CCOC(=O)C1C(c2ccccc2)C(C(=O)OCC)S(=O)(=O)C(CCN(CC)CC)S1(=O)=O (stereo unspecified)	-2%	6%	-6%	9%	-1%	-3%	i	-12%
6	COc1ccc(C)cc1-n1c(N)c(C#N)c(C#N)c1-c1ccc(OC)c(OC)c1OC	0%	2%	?	?	1%	1%	0%	-9%
7	CC1CCN(c2ccccc2NC(=S)NC(=O)C(C)(C)C)CC1	9%	6%	-16%	-3%	0%	-5%	-10%	?
8	CCCCCCC1CCC(C(=O)NC(CCSC)C(=O)NC(C(=O)OC)C(C)C)CC1 (stereo unspecified)	0%	-3%	·	-18%	-23%	3%	i	7%
9	CCOCCCn1c(=S)[nH]c2cc(C(=O)N3CCC(C(N)=O)CC3)ccc2c1=O	-1%	9%	10%	2%	-6%	3%	-7%	1%
10	O=C(O)/C(=C\c1cccs1)c1ccc(F)cc1	-9%	5%	·	1%	-3%	-4%	i	-18%
11	CC1=C(C)CC(C(=O)Nc2cccc([N+](=O)[O-])c2)C(C(=O)O)C1 (stereo unspecified)	-14%	2%	10%	10%	-9%	0%	4%	-1%
12	O=[N+]([O-])c1ccc(C2NS(=O)(=O)N=C3CCCCCN32)cc1 (stereo unspecified)	2%	4%	6%	-6%	8%	2%	-5%	-2%
13	CC(=O)C1C(c2ccccc2)c2c(n[nH]c2C)CC1(C)O (stereo unspecified)	1%	6%	-6%	3%	-22%	-1%	-5%	6%
14	O=C1/C(=C/c2ccncc2)SC(=S)N1C1CCS(=O)(=O)C1 (stereo unspecified)	-10%	41%[activator]	2%	14%	8%	1%	-3%	3%
15	COc1cccc(Oc2ccc3nnc(C(F)(F)F)n3n2)c1	18%	16%	?	-7%	-2%	-6%	8%	-13%
16	S=C1NCN(Cc2ccco2)CN1c1ccccc1	-3%	10%	?	·	-4%	-1%	-1%	2%
17	Cc1cccc(-n2cnc(C(=O)NC3CCCCCC3)c2)n1	-11%	-3%	2%	-5%	-1%	-1%	-1%	-8%
18	CCCCc1c(O)nc(SCCC(=O)O)[nH]c1=O	1%	5%	·	-1%	-6%	-5%	-11%	-1%
19	CCCCN1C(=O)NC(NC(=O)c2ccco2)(C(F)(F)F)C1=O (stereo unspecified)	-4%	2%	0%	6%	-4%	2%	-7%	1%
20	Cc1ccc(C)c(C(=O)CCC(=O)O)c1	-1%	3%	5%	·	4%	-4%	0%	9%
21	NNC(=O)c1oc2ccccc2c1-n1cccc1	·	10%	-15%	-3%	1%	-2%	i	?
22	Cc1cc(C)n(NC(=S)NC2CCCCC2)c(=O)c1C#N	6%	5%	1%	4%	2%	-1%	3%	-18%
23	CCC(C)c1ccc(NC(=S)NCc2ccccc2OC)cc1 (stereo unspecified)	-11%	-7%	-23%	-3%	1%	3%	i	-14%
24	CCn1c(=O)c2cc(C(=O)NC(C)C)sc2c2ccccc21	0%	11%	11%	·	3%	-2%	i	6%
25	Cc1noc(C)c1S(=O)(=O)N1CCC(C(=O)Nc2ccccn2)CC1	2%	-23%	·	-5%	3%	1%	0%	-4%
26	Cc1cccc(C(=O)NNc2ncnc3c2cnn3C)c1	1%	0%	·	-7%	6%	0%	-13%	-11%
27	COc1ccc(NC(=O)CSc2ccccc2)c(OC)c1	-1%	10%	4%	-3%	-25%	0%	-14%	-1%
28	CC(/C=C/C1(O)C(C)CC(O)CC1(C)C)OC1OC(CO)C(O)C(O)C1O (stereo unspecified)	1%	-5%	·	·	-3%	-5%	?	-2%
29	CCCN1CCC(NC(=O)Nc2ccc(OC)c(OC)c2)CC1	-6%	4%	·	-5%	-9%	-3%	5%	1%
30	CCc1ccc(-c2nc(CN3CCC(C(=O)NCCc4ccc(OC)c(OC)c4)CC3)c(C)o2)cc1	3%	-13%	-4%	-6%	10%	0%	-1%	4%
31	Cn1c(Cl)nc2c1c(=O)n(Cc1cccc(Br)c1)c(=O)n2C	2%	5%	-4%	6%	-6%	-2%	-2%	5%
32	Cc1ccc(-c2ccc([C@H]3[C@@H]4C=CCC[C@@]4(C)C(=O)N3Cc3ccccc3)c(F)c2)cc1	9%	2%	·	·	6%	0%	i	·
33	COC(=O)c1cc(OC)c(OC)cc1-n1cnc2cc(OC)c(OC)cc2c1=O	-1%	-10%	-2%	-14%	-11%	3%	-13%	0%
34	COc1ccccc1C1=NN(C(=S)Nc2ccccc2)C(c2ccco2)C1 (stereo unspecified)	-6%	7%	-7%	1%	-10%	-2%	-2%	-9%
35	Cc1ccc(SCC(=O)N=C2NC(=O)CS2)cc1	-7%	4%	·	5%	-3%	-4%	1%	-2%
36	O=C(O)CCN1C(=O)c2ccccc2C1=O	-2%	1%	4%	?	-19%	-2%	-3%	7%
37	O=C(CC1NCCNC1=O)NC1Cc2ccccc2C1 (stereo unspecified)	-3%	-5%	4%	·	0%	0%	0%	1%
38	Cc1ccc(C(=O)COc2cc(C)nc3nncn23)cc1	-1%	-2%	-5%	·	3%	-1%	-3%	6%
39	COc1ccc(NC(=O)CSc2nnc(N)s2)c([N+](=O)[O-])c1	-1%	-2%	·	4%	-2%	-4%	-1%	-5%
40	CC(C)CC(=O)Nc1c2c(nn1-c1ccc(F)cc1)CSC2	1%	-7%	-3%	6%	9%	0%	-2%	4%
41	O=C(O)CCC(=O)N1CCC[C@H]1C(=O)O	2%	-12%	·	·	-7%	-1%	i	5%
42	Cc1nn(C)cc1/C=N/NC(=S)Nc1ccccc1	-2%	3%	-12%	-2%	-6%	0%	-14%	-7%
43	O=C(O)c1ccc(-c2ccc(/C=C3\NC(=O)N(Cc4ccc(Cl)cc4)C3=O)o2)cc1	-6%	0%	?	-4%	3%	1%	10%	2%
44	COCCN(C(=O)Nc1ccc(OC)cc1OC)C1CCN(C(C)=O)CC1	8%	6%	3%	4%	-14%	-1%	i	-1%
45	COc1cccc(-n2c(SCC(=O)OC(C)C)nnc2-c2cccnc2)c1	-10%	-1%	6%	-1%	-12%	0%	-9%	-3%
46	COc1ccc(/C=C/C(=O)c2ccccc2)cc1Cn1nnc2ccccc21	-4%	5%	-18%	-6%	-3%	?	-19%	2%
47	CCN(c1cccc(C(F)(F)F)c1)S(=O)(=O)c1ccc2c(c1)CCN2C(C)=O	1%	-16%	·	-9%	-4%	2%	i	3%
48	C/C(=N\NC(=O)CNC(=O)c1ccc2c(c1)OCCO2)c1ccco1	3%	7%	-7%	·	-9%	-1%	-1%	-1%
49	CC(O)CCc1ccc(O)cc1 (stereo unspecified)	·	1%	9%	-9%	-2%	0%	-1%	-5%
50	Cc1ccc(S(=O)(=O)c2c[nH]c3cc4c(cc3c2=O)OCO4)cc1	-8%	4%	·	·	2%	-1%	-4%	-5%

Other entries follow:
No.	structure	aGlu spleen mod	GoLoco inh red	L3MBTL1 inh	GAA inh	TRb-SRC2 inh	TR SRC2 fluor cs	RECQ1 inh	GAA glycogen
51	CCc1ccc2nc(SCC(=O)NCC3CCCO3)c(C#N)cc2c1 (stereo unspecified)	4%	2%	8%	6%	-1%	1%	-11%	15%
52	CC(=O)N(Cc1cccnc1)Cc1cc2ccccc2[nH]c1=O	-1%	5%	6%	-2%	-4%	-4%	i	-8%
53	Cc1occc1C(=O)Nc1cccc([N+](=O)[O-])c1C	-2%	-8%	·	·	1%	1%	i	-3%
54	O=C(NCCNC1CCN(Cc2ccccc2)CC1)c1cccs1	-1%	-14%	·	1%	2%	-2%	-9%	-3%
55	COc1cccc(NC(=S)NCc2ccc3c(c2)cc(C)n3C)c1	-7%	0%	-11%	?	1%	1%	-12%	?
56	Cc1ccc(-c2nnc(-c3ccccc3S(=O)(=O)Cc3ccc(Cl)cc3)o2)cc1	-3%	-5%	3%	-4%	2%	-2%	-10%	-3%
57	COC(=O)c1sccc1NC(=O)c1cccc(OC)c1	1%	-6%	·	-2%	1%	4%	i	6%
58	O=C(CSc1nnc(-c2ccc(Br)cc2)o1)Nc1cccc2ccccc12	3%	5%	·	-4%	10%	0%	2%	6%
59	COc1cccc(/C=N/NC(=O)c2cc(C34CC5CC(CC(C5)C3)C4)[nH]n2)c1	1%	-11%	-7%	-5%	0%	-2%	-13%	-12%
60	COc1ccc(C(F)(F)F)cc1N/C=C\c1nnnn1-c1ccc(C)cc1	-14%	-1%	7%	-2%	-5%	-2%	i	-12%
61	Cc1ccccc1SCC(=O)Nc1cc(S(=O)(=O)N2CCOCC2)ccc1N1CCOCC1	0%	0%	-1%	·	7%	0%	i	-17%

Compound activity from PubChem BioAssay.
